Source: PubChem (several laboratories)
Diaph inh CS = inhibits diaphorase or chemically oxidizes, flagging diaphorase assay artifacts; diaphorase resazurin-to-resorufin fluorescence, NADH, 16 min; bacterial (C. kluyveri) enzyme, not human; inhibition, % at 20 µM; AID 1217; actives 0.69% (n = 190,000);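 active = primary screen inhibition at 20 µM above a set limit, cut at about 50% in these data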;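 also: plate controls were DMSO with full reaction for no effect and wells lacking NADH for full effect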
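controls = No-NADH positive control and DMSO neutral control | system = Clostridium kluyveri diaphorase enzyme | timing = reaction incubation of 16 min at room temperature | signal = resorufin fluorescence 544/590 nm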
STAT1 activator = increases IFN-gamma driven STAT1 reporter signal; NIH 3T3 STAT1-luciferase reporter, luminescence; 100% = IFN-gamma alone, no compound; activation (% of control), % at 5.5 µM; actives 2.6% (n = 200,000);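 active = activation above the screen-wide mean activation plus 3 SD, cut at about 130% in these data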;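 also: raw ratio to IFN-gamma control signal so 100% means no change and 0% no light; values of inactives mirror those of a sister screen read the other way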
Diaphorase act = diaphorase activation or chemical reduction counter-screen; Diaphorase/resazurin coupled assay, resorufin fluorescence, 16 min; active compounds read high; 1 = vehicle wells, 0 = NADH-free wells; activation factor at 20 µM; actives 0.005% (n = 190,000); AID 1229;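 active = diaphorase activity raised at least twofold by the compound at 20 µM; inactive = activation factor below 2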
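Test system: Clostridium kluyveri diaphorase, purified enzyme; input: enzyme 0.07 U/mL final; buffer or medium: 50 mM HEPES pH 7.4 with 4.542 mM MgCl2, 0.005% Tween 20; also added: 0.114 mM NADH and 0.1 mM resazurin, final amounts; schedule: 16 min enzyme reaction, ambient temperature; technique: fluorescence of resorufin, 544 nm excitation, 590 nm emission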
STAT1 blocker = inhibitors of IFN-gamma induced STAT1 signaling; NIH 3T3 STAT1-luciferase reporter, luminescence; inhibition, % at 5.5 µM; actives 0.35% (n = 200,000);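 active = inhibition above a set limit, the mean inhibition across all tested compounds plus 3 SD, cut at about 34% in these data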;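 also: 0% = IFN-gamma with DMSO and 100% = IFN-gamma with 300 µM nifuroxazide; values of inactives mirror those of a sister screen read the other way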
Hsp70 activator = transcriptional activators of Hsp70; actives 0.04% (n = 200,000); activation, % at 10 µM; HeLa Hsp70 promoter luciferase reporter, luminescence; scaled: vehicle 0, proteasome-inhibitor control 100%; AID 1203;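 active = activation above the mean across all tested compounds plus 3 SD, cutoff set per campaign, cut at about 5.5% in these data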;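 also: 100% = MG132 at 30 µM as the positive control and 0% = DMSO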
APP 5UTR inh = APP translation inhibition. inhibition, % at 2 µM. SH-SY5Y APP 5'UTR-luciferase reporter, luminescence. actives 0.82% (n = 190,000);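 active = inhibition above a set limit, derived from the sample mean plus 3 SD, cut at about 45% in these data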; also: values of inactives mirror those of a sister screen read the other way
G6PDH counter = L. mesenteroides G6PDH inhibition counter-screen; inhibition, % at 5 µM; Purified L. mesenteroides G6PDH, diaphorase/resazurin coupled fluorescence, 45 min; actives 0.12% (n = 200,000); in the data active = inhibition above about 50%
STAT3 inh = inhibitors of IL-6 induced STAT3 signaling; U3A cells, IL-6 STAT3-luciferase reporter, luminescence; host cell line lacks STAT1; inhibition, % at 5.5 µM; actives 0.89% (n = 190,000); AID 862;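 active = inhibition above the mean inhibition across all screened compounds plus 3 SD, cut at about 44% in these data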;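 also: 0% = DMSO only wells and 100% = 100 µM nifuroxazide control wells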
TLR4-MyD88 BLA = blocks binding of human TLR4 to MyD88; AID 861; inhibition, % at 8.4 µM; actives 0.18% (n = 200,000); O00206+Q99836; HeLa CL3-4 TLR4/MyD88 BLA complementation, FRET ratio; in the data active = inhibition above about 25%;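 also: 0% = vehicle and 100% = reference inhibitor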
Target sequence (O00206 whole entry, looked up): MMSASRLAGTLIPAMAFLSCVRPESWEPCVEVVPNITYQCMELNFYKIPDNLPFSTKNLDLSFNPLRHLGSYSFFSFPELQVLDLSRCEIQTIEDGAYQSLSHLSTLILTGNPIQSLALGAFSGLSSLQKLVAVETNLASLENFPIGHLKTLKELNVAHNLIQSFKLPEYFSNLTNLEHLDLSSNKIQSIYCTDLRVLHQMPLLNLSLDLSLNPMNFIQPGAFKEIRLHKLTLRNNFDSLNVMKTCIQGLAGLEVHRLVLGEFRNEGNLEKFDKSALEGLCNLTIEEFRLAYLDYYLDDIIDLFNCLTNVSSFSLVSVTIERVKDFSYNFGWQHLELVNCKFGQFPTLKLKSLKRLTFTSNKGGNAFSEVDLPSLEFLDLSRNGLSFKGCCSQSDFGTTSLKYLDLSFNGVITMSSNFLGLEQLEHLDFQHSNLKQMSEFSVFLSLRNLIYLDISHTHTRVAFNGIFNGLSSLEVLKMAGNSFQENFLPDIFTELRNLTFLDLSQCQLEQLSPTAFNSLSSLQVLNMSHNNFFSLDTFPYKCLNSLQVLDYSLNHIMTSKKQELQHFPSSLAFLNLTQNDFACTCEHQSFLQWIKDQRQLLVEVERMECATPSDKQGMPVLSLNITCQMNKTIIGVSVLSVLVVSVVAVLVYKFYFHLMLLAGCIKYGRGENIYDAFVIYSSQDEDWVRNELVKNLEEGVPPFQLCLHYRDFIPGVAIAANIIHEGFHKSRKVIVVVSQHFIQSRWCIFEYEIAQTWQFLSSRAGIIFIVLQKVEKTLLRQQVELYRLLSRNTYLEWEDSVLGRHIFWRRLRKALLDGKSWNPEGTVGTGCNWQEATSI
Target sequence (Q99836 whole entry, looked up): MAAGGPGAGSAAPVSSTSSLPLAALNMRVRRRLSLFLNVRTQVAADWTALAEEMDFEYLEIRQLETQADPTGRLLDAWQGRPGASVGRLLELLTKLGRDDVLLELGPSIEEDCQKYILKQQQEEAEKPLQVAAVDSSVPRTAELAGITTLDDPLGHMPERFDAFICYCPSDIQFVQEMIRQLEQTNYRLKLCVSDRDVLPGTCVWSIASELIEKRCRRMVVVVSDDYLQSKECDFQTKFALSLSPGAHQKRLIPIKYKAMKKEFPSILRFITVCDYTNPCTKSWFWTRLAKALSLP
STAT3 act = activators of IL-6 induced STAT3 signaling. activation (% of control), % at 5.6 µM. U3A cells, IL-6 STAT3-luciferase reporter, luminescence; 100% = signal with IL-6 EC80 alone. actives 0.91% (n = 190,000). AID 871;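 active = activation above the screen-wide mean of compound activation plus 3 SD, cut at about 130% in these data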;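 also: 0% = background luminescence of wells with medium and substrate only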
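Test system: human U3A cells carrying STAT3-luciferase construct; control set: IL-6-only wells as 100% reference; timing: compound pre-incubation 1 h before IL-6, then 6 h stimulation at 37 °C; also added: IL-6 stimulus at 33 ng/mL final; evaluation: % activation versus median of IL-6-stimulated wells; detection: reporter luminescence signal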
Starred values were filed as active, the others as inactive; / = not tested or not shown.

SMILES	Diaph inh CS	STAT1 activator	Diaphorase act	STAT1 blocker	Hsp70 activator	APP 5UTR inh	G6PDH counter	STAT3 inh	TLR4-MyD88 BLA	STAT3 act
C(=N\n1cnnc1)/c1ccc(OCc2cccc3ccccc23)cc1	14	99	0.9	1	0.0	-29	-3	4	-8	97
CCCS(=O)(=O)c1c(S(=O)(=O)CCC)c2c(C)cccn2c1C(=O)OC	13	99	0.9	1	0.1	17	0	-5	2	108
O=[N+]([O-])c1ccc(O)c(/C=N/Nc2nn[nH]n2)c1	44	99	0.6	-1	0.0	11	34	5	5	99
COc1cc(C2Nc3ccccc3C(=O)N2c2ccccc2)ccc1O (centres undefined)	-6	114	1.1	-17	-0.3	-20	1	-38	4	133*
COc1coc(/C=C/C(=O)O)cc1=O	9	104	0.9	-4	-0.4	-6	16	3	8	101
C=CCOCCN1C(=O)C2C(c3ccccc3)C=CC(c3ccccc3)C2C1=O (centres undefined)	11	108	0.9	-8	-0.1	-23	2	-4	-7	102
COc1ccccc1OCCCC(=O)Nc1nccs1	15	134*	0.9	-40	0.1	-75	6	-1	10	106
CC(CCc1ccccc1)NC(=O)CSc1ccccn1 (centres undefined)	16	96	0.8	3	-0.2	-18	2	8	1	95
CCOc1cc(C2NC(=O)NC(C)=C2C(=O)NCc2ccccc2)c(Cl)cc1O (centres undefined)	4	100	1	0	0.0	2	-1	-6	6	102
COC(=O)/C(=C\Nc1ccc(Cl)cc1Cl)NC(=O)c1ccccc1	16	107	0.8	-9	0.1	/	-12	4	4	96
Cc1cc(-c2csc(N)n2)c(C)n1CCc1ccccc1	19	98	0.8	3	-0.3	4	2	27	-4	80
CC(=O)Nc1ccc(Sc2ccccc2C(=O)O)cc1	1	90	1	11	0.3	14	-4	-2	-12	110
O=C(NCc1ccccc1)C1=C[C@@H](c2ccc(C(F)(F)F)cc2)C[C@@H](OCc2ccc(CO)cc2)O1	38	106	0.6	-5	-0.1	-10	7	/	-6	/
O=C(CCSc1nnc(-c2ccncc2)o1)Nc1ccccc1	6	99	0.9	1	-0.3	-1	23	14	-6	92
CCOC(=O)C1=C(C)NC(=O)NC1c1ccc(Br)s1 (centres undefined)	1	104	1	1	0.5	-6	7	-1	1	102
CC(C)N1CCc2c(sc(NC(=S)NC(=O)c3ccccc3)c2C#N)C1	26	134*	0.7	-38	0.0	-30	-30	-9	8	110
CC(C)(C)NC(=O)C(c1ccccc1)N(Cc1cccs1)C(=O)c1csnn1 (centres undefined)	13	101	0.9	3	-0.2	5	34	-5	-2	106
C/C=C/c1ccc(OCCCCN2CCC(C)CC2)c(OC)c1	4	98	1	1	-0.1	2	3	3	4	99
CCOC(=O)c1[nH]c2ccc(OC)cc2c1NS(=O)(=O)c1ccc(OC)cc1OC	21	96	0.8	4	0.2	-20	2	-1	-9	103
CCOc1cc(Cl)c(NC(C)=O)cc1OCC	7	94	0.9	7	-0.1	-4	4	11	-4	94

Records listed so far printed as active in STAT1 activator:
Compound	Diaph inh CS	STAT1 activator	STAT1 blocker	Hsp70 activator	APP 5UTR inh	TLR4-MyD88 BLA	STAT3 act
COc1ccccc1OCCCC(=O)Nc1nccs1	15	134*	-40	0.1	-75	10	106
CC(C)N1CCc2c(sc(NC(=S)NC(=O)c3ccccc3)c2C#N)C1	26	134*	-38	0.0	-30	8	110

Continued.
SMILES	Diaph inh CS	STAT1 activator	Diaphorase act	STAT1 blocker	Hsp70 activator	APP 5UTR inh	G6PDH counter	STAT3 inh	TLR4-MyD88 BLA	STAT3 act
COc1ccc(-n2nnc3c(=O)n(CC(=O)N4CCCC4)cnc32)cc1	10	103	0.9	-4	-0.2	-12	6	8	5	96
CCCN(CC(=O)Nc1ccc(C(N)=O)cc1)CC(=O)Nc1ccccc1C	12	104	0.9	-5	-0.2	7	5	4	8	100
CCCc1nc2ccc(NC(=O)c3ccco3)cc2c(=O)n1Cc1ccccc1Cl	24	99	0.8	1	0.3	-9	2	29	0	78
FC(F)(F)c1nc(=S)c2ccccc2[nH]1	5	98	1	2	0.0	6	2	10	2	98
O=C(Nc1nccs1)C1Cc2ccccc2CN1S(=O)(=O)c1ccc(F)cc1 (centres undefined)	7	123	0.9	-25	-0.2	-155	4	-44	9	138*
COc1ccc(NC(=O)c2csc3c2CCCCC3)c(OC)c1	11	99	0.9	0	-0.1	-21	6	24	2	82
Cc1ccc(C2=NOC(=O)/C2=C\C=C\c2ccccc2)cc1	-4	94	1	3	-0.4	28	5	10	18	96
CCOC(=O)c1sc(NC(=O)c2ccc(S(=O)(=O)N(C)C)cc2)cc1C	-1	98	1	2	-0.5	-1	4	17	-14	86
Cc1cc2nc(/N=C(\N)NC(=O)N3c4ccccc4Sc4ccccc43)nc(C)c2cc1C	14	105	0.9	-6	0.0	-7	1	7	-25	93
O=C(c1ccccc1)c1sc(N2CCOCC2)nc1-c1ccccc1	12	101	0.9	1	-0.3	22	-1	2	3	103
Cc1cccc(CSc2ccc3nnc(-c4cccnc4)n3n2)c1	9	100	0.9	2	-0.4	-10	0	3	-13	96
C=CCn1c(SCC(=O)N2CCc3ccccc3C2)nnc1-c1ccncc1	4	108	1	-9	0.2	0	10	-3	-19	101
COc1ccc2c(c1OC)C(=O)OC2CC(=O)c1ccc2c(c1)OCO2 (centres undefined)	11	94	0.9	9	0.0	18	9	5	-1	98
O=C1/C(=C\c2ccc([N+](=O)[O-])cc2)CCc2ccccc21	12	100	0.9	0	-0.1	-136	6	-1	11	105
CC(C)(C)NC(=O)c1ccccc1NC(=O)c1ccc2c(c1)OCO2	7	105	0.9	-8	-0.3	-1	11	10	8	95
CCc1ccc2nc(Nc3nc(COC)cc(=O)[nH]3)nc(C)c2c1	5	108	0.9	-9	-0.2	9	-3	19	-3	92
CCOC(=O)C1=C(c2ccccc2)NC(=O)NC1c1ccc(OCC#N)c(OC)c1 (centres undefined)	5	88	0.9	13	-0.4	-8	16	2	8	100
CC(=O)Nc1ccc2nc(NC(=O)COc3ccccc3)sc2c1	5	115	0.9	-19	0.0	-30	1	11	-13	97
Nc1nonc1N1CCCCC1	8	120	0.9	-22	-0.1	5	-6	7	6	97
N/C(=N\OC(=O)Cc1ccccc1[N+](=O)[O-])c1cccc(Br)c1	14	107	0.9	-9	-0.3	-10	12	4	-7	100
CCCS(=O)(=O)N1CCCC(C(=O)NCCCN2CCN(c3ccc(F)cc3)CC2)C1 (centres undefined)	-1	93	1	7	-0.3	/	4	21	2	87
Cc1cccc(C(=O)NC(=S)Nc2ccc(Cc3ccncc3)cc2)c1	24	99	0.8	1	0.1	8	-1	19	2	89
Cc1cc(OCc2cccc(Cl)c2)c(C)cc1CN1CCOCC1	6	108	0.9	-9	-0.1	-16	-2	1	-15	110
CCCCn1c(N)c(N(CCOC)C(=O)CSc2nc3ccc(C)cc3[nH]2)c(=O)[nH]c1=O	12	108	0.9	-8	-0.3	4	-5	5	-15	103
Cc1cc(=O)n2nc(N3CCCC(C(=O)N4CCN(C)CC4)C3)sc2n1 (centres undefined)	0	100	1	0	0.0	10	-2	-3	4	103
COc1ccc(Cn2c(/C=C/c3ccccc3)nc3ccccc32)cc1	18	157*	0.8	-64	0.6	/	4	-19	-2	120
CCc1nnc(NC(=O)CSc2nnc(COc3ccccc3)n2-c2ccc(C)cc2)s1	17	95	0.8	6	0.1	21	1	3	1	98
O=C(CSc1ccc2c(c1)OCCO2)Nc1ncc(Cl)cc1Cl	24	106	0.8	-7	-0.2	46*	7	17	7	91
Cc1ccc(CN2CCSc3ccc(C(=O)N4CCN(c5ncccn5)CC4)cc32)cc1	19	97	0.8	3	-0.1	1	11	2	-4	104
O=C(Cn1nnc(-c2ccccc2)n1)N/N=C/c1cccc([N+](=O)[O-])c1	14	107	0.9	-8	-0.1	10	-1	14	-4	92
CNC(=O)/C(C#N)=C/c1c(N(Cc2ccccc2)Cc2ccccc2)nc2c(C)cccn2c1=O	11	96	0.9	4	-0.2	-2	-9	-19	2	114
CCOC(=O)C(CC)(CC)C(=O)/C=C/c1cccc(Br)c1	/	100	/	0	0.2	9	/	1	0	108
CC(C)(C)C1CCc2c(C(=O)NNC(=O)/C=C/C(=O)O)csc2C1 (centres undefined)	26	96	0.7	5	-0.4	5	-1	-9	-9	108
CCNc1nc(NC(C)C)nc(Oc2ccc(OCCOc3ccccc3)nn2)n1	14	102	0.9	-3	-0.4	5	1	14	-8	97
Cc1ccc(OCC(=O)Nn2cnnc2)c(Br)c1	4	106	1	-6	0.0	-11	-6	3	11	99
CCOC(=O)c1[nH]c(C(=O)O)c(CCC(=O)OC)c1C	6	92	0.9	9	-0.2	3	5	5	15	100
COc1ccc(-n2c(COc3cccc4cccnc34)nnc2SCC(=O)O)cc1	15	98	0.8	0	0.1	-1	10	15	-31	92
COCC(=O)N(C)C1(c2nnnn2CCOC(=O)Nc2cccc3ccccc23)CCCC1	17	104	0.8	-4	-0.3	-12	-6	0	-3	102
O=C(NCCC1=CCCCC1)C1CCN(C(=O)c2ccc(Cl)cc2)CC1	7	105	0.9	-5	-0.3	-9	6	-20	1	116
CC1CCCN(C(=S)Nc2ccc(Nc3ccccc3)cc2)C1 (centres undefined)	9	136*	0.9	-41	0.0	-80	13	7	10	98

Reprinted at random: 2 entries already listed
SMILES	Diaph inh CS	STAT1 activator	Diaphorase act	STAT1 blocker	Hsp70 activator	APP 5UTR inh	G6PDH counter	STAT3 inh	TLR4-MyD88 BLA	STAT3 act
O=C(NCc1ccccc1)C1=C[C@@H](c2ccc(C(F)(F)F)cc2)C[C@@H](OCc2ccc(CO)cc2)O1	38	106	0.6	-5	-0.1	-10	7	/	-6	/
Cc1ccc(OCC(=O)Nn2cnnc2)c(Br)c1	4	106	1	-6	0.0	-11	-6	3	11	99

Next part:
SMILES	Diaph inh CS	STAT1 activator	Diaphorase act	STAT1 blocker	Hsp70 activator	APP 5UTR inh	G6PDH counter	STAT3 inh	TLR4-MyD88 BLA	STAT3 act
O=C(CCN1CCOCC1)c1ccccc1	16	105	0.8	-5	-0.2	-6	1	1	-8	104
O=C(NCC(=O)N1CCN(S(=O)(=O)/C=C/c2ccccc2)CC1)c1ccccc1F	5	102	0.9	-3	-0.3	-2	2	0	-6	101
COc1ccc(-c2nnc(-c3ccc(N(C)C)cc3)o2)cc1	8	112	0.9	-13	0.0	7	-47	15	5	90
Cc1ccc2cc(C#N)c(NCCNC(=S)NCCCN(C)C)nc2c1C	6	95	0.9	4	0.0	11	10	7	4	100
CCCn1c(C2CC(=O)N(c3cc(OC)ccc3OC)C2)nc2ccccc21 (centres undefined)	26	101	0.7	-1	-0.3	-2	-13	-7	-1	106
COc1cc2c(cc1OC)C(C(=O)Nc1cc(OC)c(OC)c(OC)c1)C(c1cccnc1)N(C)C2=O (centres undefined)	10	102	0.9	-3	-0.2	3	2	5	6	99
Cc1ccc(SCC(=O)Nc2cccnc2)cc1	/	98	/	2	-0.1	-16	/	9	-6	95
